# WT yeast gro inh: growth inhibition of WT strain, primary screen, mitochondrial fusion inhibitor project, WT and mutant strains, chemical genetic | mitochondrial fusion phenotypic screen | inhibition, % at 10 µM | 190,000 tested, 2.1% active | AID 1362, 2008; in the data active means inhibition above about 58%; tested in S. cerevisiae
# RSV antiviral HEp-2: RSV antiviral activity via CPE protection, HEp-2 cells, primary 10 µM value included (AID 2391) | HEp-2 cells, RSV-induced CPE inhibition; higher % means a stronger effect | one-dose CPE inhibition, % at 10 µM; IC50 in µM for titrated hits | 310,000 tested, 0.13% active; in the data active means a potency from the dose series; inconclusive means CPE inhibition mostly from about 23% at the one dose, without a potency; inactive means the rest, 99 in 100 with CPE inhibition below about 21%; further: strong numbers were not always called active
# T cell modulator: modulators of CD8 T cell-vesicle binding, primary screen, mouse 2C CD8+ T cells, flow cytometry. 2C CD8+ T cell-vesicle binding; stronger effect = lower value. calls only at 7 µM. 330,000 tested, 0.068% active. AID 2052, 2009;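 active means response, share of CD8 T cells binding vesicles, and their 90th percentile fluorescence all below set limits, cut at about 80% in these data, passing the limit was not always enough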
#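 Material: murine 2C transgenic CD8+ T lymphocytes / Also added: QL9-peptide-loaded Drosophila micro-vesicles bearing Ld, ICAM-1 and B7-1 / Schedule: binding step 1.5 h, 37 °C, antibody labelling 20 min, ice / Signal: flow cytometry, PE anti-B7-1 (FL2) versus Alexa647 anti-CD8 (FL8), PFA-fixed / Evaluation: percent CD8+ FL2 mean versus row control / Benchmarks: naked versus QL9-loaded vesicles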
# West Nile virus CPE: West Nile virus antiviral activity, cell-based, CPE readout (AID 1621); West Nile virus-infected cells, CPE inhibition; higher % means a stronger effect; 290,000 tested, 0.02% active; CPE inhibition, % at 10 µM; hits with a dose series show IC50 in µM; in the data active means a potency from the dose series; inconclusive means CPE inhibition mostly from about 3.7% at the one dose, without a potency; inactive means the rest, 99 in 100 with CPE inhibition below about 2.2%; further: strong numbers were not always called active
# SV40 large T antigen: SV40 large T antigen inhibitors, biochemical (AID 1903); SV40 large T antigen ATPase/helicase inhibition assay; higher % means a stronger effect; inhibition, % at 20 µM; hits with a dose series show IC50 in µM; 310,000 tested, 0.39% active; in the data active means a potency from the dose series; inconclusive means inhibition mostly from about 32% at the one dose, without a potency; inactive means the rest, 99 in 100 with inhibition below about 32%; further: strong numbers were not always called active
# Myeloid diff 2: induction of myeloid progenitor differentiation, primary screen, cell-based, flow cytometry, MLPCN library; 360,000 tested, 1% active; ER-HoxA9 myeloid progenitors, lysozyme-GFP differentiation; calls only at 10 µM;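 active means normalized GFP-positive differentiation at or above the plate's own cutoff, the solvent-only control mean plus 3 SD; inconclusive means no clear call, values can overlap the other calls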;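 further: cells exposed to compound for four days before flow analysis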
# Rac1 GTP hydrolysis: MgcRacGAP GTPase-activating activity inhibitors, confirmation, biochemical, ADP Hunter fluorescence; Rac GTPase-activating protein 1 (Homo sapiens); MgcRacGAP-stimulated Rac1 GTP hydrolysis, ADP Hunter fluorescence; higher % means a stronger effect; GST-tagged Rac1 F28L mutant substrate; inhibition, % at 30 µM; hits with a dose series show IC50 in µM; 340,000 tested, 0.6% active; AID 624330, 2012;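 active means first-screen hits whose inhibition reached a set limit at any dose in the follow-up dose series; inconclusive means inhibition above the set first-screen limit but never retested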;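 further: fluorescence reports GDP produced by GAP-driven GTP hydrolysis; strong numbers were not always called active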
# PhoP inhibition: inhibitors of PhoP regulon expression, primary screen, Salmonella Typhimurium, GFP reporter (AID 1863); S. Typhimurium PhoP-regulated promoter GFP reporter, 4 h; higher % means a stronger effect; one-dose inhibition, % at 50 µM; IC50 in µM for titrated hits; 300,000 tested, 0.16% active;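 active means inhibition over 29.93%, a cutoff 3 SD above the screen mean, later confirmed by dose response; inconclusive means inhibition over 29.93% but no dose response follow-up; inactive means inhibition at most 29.93% or unconfirmed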;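 further: 0% = low Mg2+ inducing control and 100% = high Mg2+ repressing control; strong numbers were not always called active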
# b-catenin transl: modulators of beta-catenin nuclear translocation, primary screen, imaging, HeLa cells, immunofluorescence, high-content | nuclear translocation activity, % at 5 µM | 190,000 tested, 0.3% active | AID 1665, 2009;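 active means nuclear translocation activity above 50% at 5 µM, with a well cell count of 50 or more; inconclusive means wells under 50 cells across six images, flagged as toxic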;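 further: per-cell ratio of nuclear to cytoplasmic median beta-catenin stain intensity; plate controls were DMSO negative control for no effect and GSK-3 inhibitor IX positive control for full effect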
#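 Technique: fluorescence imaging of beta-catenin antibody stain plus DAPI / Material: human HeLa cell line / Incubation: compound treatment 24 h, 37°C, 5% CO2 / Read-out basis: % activation of per-cell nuclear versus cytoplasmic median beta-catenin signal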
# WT yeast gro inh mutant strain: recorded beside WT yeast gro inh, whose call it bears; inhibition, %; mitochondrial fusion phenotypic screen, mutant strain inhibition
# b-catenin transl cell count 5 µM: second read-out of b-catenin transl, no call of its own (marks repeat the call); cell count; measured here: cell count, cytotoxicity flag
# T cell modulator vesicle-bound %: further read-out of T cell modulator, marked with its call; double positive events, %; measured here: CD8+ vesicle-bound cell fraction;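 binding gate set so that unloaded-vesicle control wells show 10% double positive cells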
# Myeloid diff 2 GFP+ MAC1+ %: recorded beside Myeloid diff 2, whose call it bears; GFP+ MAC1+ double positive, %; measured here: differentiation confirmed by MAC1 staining
# * marks the source's active call; other numbers are inactive results; i = inactive; ? = inconclusive; . = no result given; + = active, no number.
SMILES,WT yeast gro inh,WT yeast gro inh mutant strain,RSV antiviral HEp-2,T cell modulator,T cell modulator vesicle-bound %,West Nile virus CPE,SV40 large T antigen,Myeloid diff 2,Myeloid diff 2 GFP+ MAC1+ %,Rac1 GTP hydrolysis,PhoP inhibition,b-catenin transl,b-catenin transl cell count 5 µM
Cc1c(C)c2ccc(OCC(=O)N3CCC(C(=O)O)(c4ccccc4)CC3)cc2oc1=O,.,.,2.6%,i,24,0.1%,9%,i,1.2,0%,-6%,.,.
c1csc(CN2CCNCC2)c1,-10,-4,-2.3%,i,39,0.5%,14%,.,.,-3%,0%,-4.1,1124
C=Cn1ccnc1P(=S)(c1ccc(N(C)C)cc1)c1nccn1C=C,18,25,0.4%,i,28,-0.6%,4%,i,2.1,-4%,-11%,3.0,1409
C[n+]1c(-c2ccccc2)c2cc(N)ccc2c2ccc(N)cc21,.,.,2.4%,i,64,-0.7%,?,+,16*,?,8%,.,.
C/C(=N\NC(N)=O)c1c(O)n(C)c(=O)n(C)c1=O,-6,5,1.3%,i,28,0.5%,6%,i,0.0,9%,-5%,-1.1,1004
O=C(Nc1cccc(OC(=O)N2CCOCC2)c1)N1CCOCC1,-1,-5,1.2%,i,55,0.0%,2%,i,0.9,4%,5%,4.0,1205
CCC(C)c1ccc(N2C(=O)NC(=O)/C(=C/c3cccn3CCOc3ccc(C)cc3)C2=O)cc1 (stereo not drawn),-21,2,2.4%,i,62,-0.6%,13%,i,0.9,0%,-8%,-1.1,1038
COC(=O)C1=C(c2cccc(C#N)c2)C[C@@H]2CC[C@H]1N2C(=O)N1CCC(O)CC1,.,.,0.8%,i,25,.,.,i,0.2,10%,.,.,.
CCCC[n+]1cc(=N)o[n-]1,.,.,1.0%,i,57,.,8%,i,0.5,13%,.,.,.
NS(=O)(=O)c1ccc(N=Cc2c(O)n(-c3ccccc3)c(=O)[nH]c2=O)cc1,-11,-12,1.0%,i,36,0.7%,2%,i,0.2,.,-7%,-6.8,1166
COC(=O)C1=C(c2ccc(OC(F)(F)F)cc2)C[C@@H]2CC[C@H]1N2C(=O)NCC1CC1,.,.,-0.5%,i,28,.,.,i,0.6,7%,.,.,.
CCCCn1c(N)c(C(=O)NCCN2CCOCC2)c2nc3ccccc3nc21,4,1,1.3%,i,28,0.3%,17%,i,1.2,17%,10%,0.9,1148
COP(=O)(OC)C(NC(C)=O)C(Cl)(Cl)Cl (stereo not drawn),-1,7,2.4%,i,49,-0.3%,4%,i,1.6,3%,-1%,-0.8,1105
COc1ccccc1CC1/C(=N/O)C2CCN1CC2 (stereo not drawn),29,-1,1.8%,i,33,0.0%,21%,i,1.0,9%,-1%,-1.8,1198
O=C(Cc1ccc(Cl)c(Cl)c1)NCC1(N2CCOCC2)CCCCC1,-2,-18,-1.8%,i,55,-0.6%,4%,i,0.1,2%,-5%,-1.5,1082
CN(C)CCN=Cc1c(O)n(Cc2ccc3c(c2)OCO3)c(=S)[nH]c1=O,.,.,1.0%,i,23,-0.3%,10%,i,1.3,5%,-9%,0.7,1368
CCc1c(C)nc(N)nc1N1N=C1SCC(=O)OC,9,7,0.0%,i,16,-0.1%,1%,i,0.8,5%,-3%,-5.1,1080
Cc1ccc(N2C(=O)NC(=O)C3(Cc4ccccc4N4CCCC43)C2=O)cc1 (stereo not drawn),2,-6,1.6%,i,56,0.0%,20%,i,1.3,8%,-9%,-1.5,1209
CC(Cl)(Cl)/C(=N/P(=S)(N1CCOCC1)N1CCOCC1)N1CCOCC1,.,.,.,i,18,0.4%,23%,i,0.8,3%,-11%,1.5,1300
CC[C@H]1CN(C)C[C@@]2(C(=O)OC)Cc3c([nH]c4ccccc34)C(=O)C[C@@H]12,.,.,1.9%,i,25,-0.5%,8%,i,3.0,4%,0%,.,.
COc1cc2c(cc1OC)C(C(=O)N1CCC3(CC1)OCCO3)C(c1ccccc1F)N(C)C2=O (stereo not drawn),-2,1,0.6%,i,14,2.1%,-5%,i,0.9,7%,-5%,-1.9,1140
CC(=O)NCC(=O)Nc1ccc(Br)cc1C(=O)c1ccccc1,.,.,1.3%,i,47,-0.1%,6%,i,0.5,6%,-9%,0.6,1328
Cc1ccc(-c2nc3ccccc3c(=O)n2-c2ccccn2)cc1,-4,-6,2.1%,i,37,-0.2%,12%,i,0.3,3%,5%,2.5,1016
c1ccc(CCNCc2cccs2)cc1,.,.,-0.8%,i,42,-1.4%,19%,i,0.6,11%,-5%,.,.

# In a second layout: three of the compounds above
Compound	WT yeast gro inh	WT yeast gro inh mutant strain	RSV antiviral HEp-2	T cell modulator	T cell modulator vesicle-bound %	West Nile virus CPE	SV40 large T antigen	Myeloid diff 2	Myeloid diff 2 GFP+ MAC1+ %	Rac1 GTP hydrolysis	PhoP inhibition	b-catenin transl	b-catenin transl cell count 5 µM
C=Cn1ccnc1P(=S)(c1ccc(N(C)C)cc1)c1nccn1C=C	18	25	0.4%	i	28	-0.6%	4%	i	2.1	-4%	-11%	3.0	1409
C[n+]1c(-c2ccccc2)c2cc(N)ccc2c2ccc(N)cc21	.	.	2.4%	i	64	-0.7%	?	+	16*	?	8%	.	.
C/C(=N\NC(N)=O)c1c(O)n(C)c(=O)n(C)c1=O	-6	5	1.3%	i	28	0.5%	6%	i	0.0	9%	-5%	-1.1	1004

# Further structures follow:
SMILES,WT yeast gro inh,WT yeast gro inh mutant strain,RSV antiviral HEp-2,T cell modulator,T cell modulator vesicle-bound %,West Nile virus CPE,SV40 large T antigen,Myeloid diff 2,Myeloid diff 2 GFP+ MAC1+ %,Rac1 GTP hydrolysis,PhoP inhibition,b-catenin transl,b-catenin transl cell count 5 µM
Cn1c(O)c(/C=C/C=Nc2ccccc2)c(=O)n(C)c1=O,2,-1,1.2%,i,24,-0.2%,5%,i,0.5,6%,-16%,1.1,1029
CCS(=O)(=O)NCc1nnc2n1-c1ccc(Cl)cc1C(c1ccccc1)=NC2,-10,-9,1.6%,i,14,-0.5%,17%,i,0.4,-2%,4%,0.7,963
Oc1ccccc1-[n+]1c(-c2ccccc2)cc(-c2ccccc2)cc1-c1ccccc1,.,.,23%,i,41,.,14%,i,0.7,4%,2%,.,.
COc1cc2c(cc1OC)C(C)NCC2 (stereo not drawn),.,.,-1.4%,i,56,.,8%,i,0.9,1%,-10%,.,.
O=P1(Oc2ccccc2)CC=C[C@H](COCc2ccccc2)O1 (stereo partly drawn),.,.,2.3%,i,32,-0.2%,5%,i,1.6,13%,-3%,0.6,1099
CCN(CC)S(=O)(=O)c1cccc(N=Nc2c(O)n(CC)c(=S)n(CC)c2=O)c1,.,.,1.5%,i,22,1.8%,3%,i,0.2,15%,2%,-2.1,1375
CCC(C)N1C(=O)/C(=C/c2ccc3c(c2)CCN3CCCCl)C(=O)NC1=S (stereo not drawn),9,2,22%,i,47,1.2%,14%,i,1.1,28%,30%,0.0,1107
CCN1CCN(c2cn[nH]c(=O)c2Cl)CC1,1,3,0.0%,i,53,-0.8%,-1%,i,0.1,3%,9%,0.2,1478
CCOC(=O)Cc1csc(NC(=O)c2c(O)c3ccccc3n(CCC(C)C)c2=O)n1,-6,-3,5.8%,i,54,0.3%,8%,?,.,-4%,2%,-0.8,1083
Cc1cccc(-n2c(CN3C(=O)c4ccccc4C3=O)nc3ccccc3c2=O)n1,.,.,-0.6%,i,54,.,.,i,1.2,2%,.,.,.
O=C1C=C2C=C[C@@H]3CC2(O1)[C@H]1CCCCN31,.,.,-0.4%,i,46,.,20%,i,2.3,3%,7%,.,.
O=C1NC(=O)C2(Cc3cc([N+](=O)[O-])ccc3N3CCN(C(=O)c4ccccc4)CC32)C(=O)N1 (stereo not drawn),.,.,1.9%,i,47,0.5%,7%,i,0.3,4%,-1%,.,.
CN(Cc1ccccc1)C(=C(Cl)Cl)/C(=C1/NCCN1Cc1ccc(Cl)nc1)[N+](=O)[O-],-14,5,0.2%,i,8,-0.8%,32%,i,1.7,14%,-11%,.,.
CCCCSC1=NN1c1nc(N)nc(C)c1CC,-5,16,1.0%,i,32,-0.3%,13%,i,0.4,4%,-4%,.,.
CCCC(CCC)C(=O)OC[N+](C)(C)CCOC(=O)C(O)(c1ccccc1)C1CCCC1 (stereo not drawn),19,3,1.4%,i,26,0.5%,-4%,i,0.2,1%,3%,0.0,1525
O=C(COc1ccccc1)Nc1ccc(Cl)cc1C(=O)c1ccccc1,-24,14,3.1%,i,17,0.0%,11%,i,0.4,5%,0%,3.8,1095
CCC1(CC)C(=O)N(Cc2ccccc2)C(=O)N(Cc2ccccc2)C1=O,37,54,2.3%,i,22,-0.7%,16%,i,1.3,4%,-3%,.,.
COc1ccc(S(=O)(=O)NC(CC(=O)N2CCC3(CC2)OCCO3)C(C)C)cc1 (stereo not drawn),-5,6,-0.4%,i,56,0.1%,-2%,i,5.8,3%,2%,.,.
CC1=CC2/C=C(\C)CCC(O)C(O)/C=C/C(=O)C23C(=O)NC(CC(C)C)C3C1C (stereo not drawn),-21,1,.,i,22,-1.6%,23%,i,2.0,-8%,-4%,5.2,866
CC(=NCc1ccc2c(c1)OCO2)c1c(O)[nH]c(=O)[nH]c1=O,-24,0,-1.2%,i,50,0.5%,4%,i,3.6,-3%,8%,-0.9,1164
O=P(N1CCCCC1)(N1CCCCC1)C(Cl)(Cl)Cl,-1,-58,-0.6%,i,22,0.2%,12%,i,0.9,4%,7%,1.9,1014
CCC(C)C12CN3CCN(CC(C)(C3)C1O)C2 (stereo not drawn),15,-25,0.6%,i,46,0.4%,5%,i,1.7,6%,-10%,-0.5,1428
C=CCC1C(=O)NC(=S)NC1=O,-8,-8,0.4%,i,62,-0.2%,9%,i,0.0,26%,-10%,1.1,1024

# High-throughput results from PubChem.

# This is a subset. The share of hits here may be higher or lower than overall.
